# Shiga inhibitor = Shiga toxin inhibition | inhibition, % at 38.7 µM | AID 2315 | Vero cells, Shiga toxin protein synthesis inhibition reporter | 290,000 compounds, 9.2% hits; in the data active = inhibition mostly above about 28%, no sharp cut-off; inactive = mostly below about 43%; also: 0% is about no effect
# Pf growth 96h = P. falciparum growth inhibition at 96 hours; P. falciparum luciferase reporter growth, 96 h; Potency, µM (titrated, usually from 28.7 µM), for inactives: at the highest dose activity change, negative = inhibition, usual class: inhibitors; 320,000 compounds, 6.9% hits; AID 504834; also: potency is read from the fitted curve at half-maximal effect; % is scaled to controls: 0 for no effect and ±100 for the full control effect
#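 Infected RBCs, 2% Hct / 0.05% parasitemia final; luciferase-reporter P. falciparum; cpd 96 h, 37 C, 5% CO2; luciferase detection reagent; luminescence.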
# Tb PYK inh = inhibitors of Trypanosoma brucei pyruvate kinase. Potency, µM (highest dose often 76.8 µM), without a hit: top-dose activity, negative = inhibition, actives largely listed as inhibitors. TbPYK enzyme, Kinase-Glo Plus ATP luminescence, 45 min. 410,000 compounds, 0.12% hits. Q57TT1; also: potency is read from the fitted curve at half-maximal effect; % is scaled to controls: 0 for no effect and ±100 for the full control effect; nearly all actives have a fitted effect of over 50% in size
#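 Quantitative HTS: titrated library compounds versus trypanosomal pyruvate kinase in TEA buffer (pH 7.2) containing KCl, MgCl2, BSA and Tween-20. Reactions were initiated with ADP, 130 uM final. Kinase-Glo Plus luminescence was read after 45 min at RT.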
# Cycloheximide cs = counter-screen hit for Shiga toxin inhibitors, cycloheximide; max response, %; 300,000 compounds, 12% hits; cell reporter, cycloheximide protein synthesis inhibition counterscreen; in the data active = max response mostly above about 13%, no sharp cut-off; inactive = mostly below about 14%; also: read at 38.3 µM for the half of the compounds with a filed dose; 0% is about no effect
# AmpC no deterg = inhibitors of E. coli AmpC beta-lactamase without detergent. P00811. AmpC nitrocefin hydrolysis, absorbance 480 nm, 0.0001% Triton. Potency, µM (titrated, usually from 57.1 µM), for the others: at the top dose activity change, negative = inhibition, most hits filed as inhibitors. 330,000 compounds, 0.52% hits. AID 485341;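 also: potency is read from the fitted curve at half-maximal effect; plate controls were no compound for no effect and no enzyme for full effect; nearly all actives have a fitted effect of over 20% in size; some results filed as inactive show a strong effect at the top dose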
# Target sequence (P00811 whole entry, looked up): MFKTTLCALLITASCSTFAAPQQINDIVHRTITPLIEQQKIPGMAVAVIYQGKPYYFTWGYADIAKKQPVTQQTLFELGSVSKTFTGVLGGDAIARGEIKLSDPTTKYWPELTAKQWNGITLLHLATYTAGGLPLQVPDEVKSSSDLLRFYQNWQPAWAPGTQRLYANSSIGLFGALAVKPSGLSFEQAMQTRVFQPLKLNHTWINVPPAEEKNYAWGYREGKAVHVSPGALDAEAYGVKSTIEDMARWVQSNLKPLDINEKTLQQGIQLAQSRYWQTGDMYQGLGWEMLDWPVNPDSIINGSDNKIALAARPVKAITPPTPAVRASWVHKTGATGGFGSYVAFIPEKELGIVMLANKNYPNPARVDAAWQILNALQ
#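 20 mM phosphate pH 7.0 + 0.01% (detergent screen) or 0.0001% Triton X-100; 5.3 nM AmpC reagent; cpd preinc 15 min RT; nitrocefin (800 uM stock) to start; A480 q20 s × 4 min; Activity was normalised to no-enzyme and no-compound control wells.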
# Pf growth 48h = P. falciparum growth inhibition at 48 hours (one generation); P. falciparum luciferase growth in erythrocytes, 48 h; Potency, µM (top dose mostly 28.7 µM), without a hit: at the top dose activity change, negative = inhibition, hits mostly inhibitors; 310,000 compounds, 5.9% hits; AID 504832; also: potency is read from the fitted curve at half-maximal effect; % is scaled to controls: 0 for no effect and ±100 for the full control effect
#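 Here the parasites carry a stable luciferase gene and grow inside erythrocytes in Albumax-based RPMI medium with compound for one erythrocytic cycle. Activity is scored as loss of luminescent signal.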
# LmPK inhibitor = blocks Leishmania mexicana pyruvate kinase activity; 290,000 compounds, 0.37% hits; Q27686; Potency, µM (top dose mostly 57.5 µM), for the others: at the highest dose activity change, negative = inhibition, most hits filed as inhibitors; purified LmPK, Kinase-Glo ATP luminescence, 1 h; also: potency is read from the fitted curve at half-maximal effect; % is scaled to controls: 0 for no effect and ±100 for the full control effect
# Target sequence (Q27686 whole entry, looked up): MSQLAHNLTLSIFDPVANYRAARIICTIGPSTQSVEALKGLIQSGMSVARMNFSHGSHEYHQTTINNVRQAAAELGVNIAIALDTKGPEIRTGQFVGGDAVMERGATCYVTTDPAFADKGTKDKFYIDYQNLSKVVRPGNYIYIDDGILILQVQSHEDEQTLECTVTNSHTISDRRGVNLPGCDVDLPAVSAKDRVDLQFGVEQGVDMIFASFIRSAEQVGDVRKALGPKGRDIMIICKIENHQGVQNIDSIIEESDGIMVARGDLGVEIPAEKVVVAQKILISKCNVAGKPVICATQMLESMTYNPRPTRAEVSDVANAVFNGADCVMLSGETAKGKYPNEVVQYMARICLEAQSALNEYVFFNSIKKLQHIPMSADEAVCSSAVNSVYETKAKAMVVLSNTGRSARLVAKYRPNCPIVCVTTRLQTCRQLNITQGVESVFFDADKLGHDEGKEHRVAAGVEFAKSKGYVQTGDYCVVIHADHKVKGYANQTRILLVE
#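 qHTS format; LmPK 0.1 nM; substrates PEP 0.5 mM and ADP 0.1 mM. One-hour room-temperature incubation, then coupled luciferase luminescence; 0.5 nM enzyme wells mark activation.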
# The depositor's hits bear a star; ? = inconclusive; · = no result given; & = joins results of further samples; [ ] = dose if it differs, or a comment. Unless noted, calls follow the shape of the dose curve; as a rule, active = well fitted curve in the direction sought with a large enough effect; inconclusive = small, poorly fitted or top-dose-only effect, or another doubt; inactive = no such curve, though single readings can be large; an effect the other way counts as inactive or inconclusive.
SMILES,Shiga inhibitor,Pf growth 96h,Tb PYK inh,Cycloheximide cs,AmpC no deterg,Pf growth 48h,LmPK inhibitor
Cc1cccc(-n2cnc3cc(C(=O)N4CCc5ccccc54)ccc32)c1,29,-3%,6%,12,2%,-16%,-2%
Cc1cccc(NC(=O)c2ccccc2NC(=O)c2ccco2)c1,-8,0%,8%,13,6.3µM*,?,-2%
CCN(CC)C1CCN(C(=O)c2cc(COc3ccc(F)cc3Cl)on2)C1 (stereo not given),3,-28%,6%,20,79%[activator],-7%,-1%
CCOC(=O)c1nn(-c2ccccc2Cl)c(=O)cc1OCC(=O)Nc1cccc(OC)c1,·,17%,-2%,·,-15%,5%,·
CCOC(=O)C1=C(C)N=C2SC(C)C(=O)N2C1/C=C/c1ccccc1OC (stereo not given),34,·,2%,-1,?,12µM*,1%
Cc1cc(NC(=O)CSc2c[nH]c3ccccc23)no1,27,-4%,-7%,7,-22%,10%,-9%
Cc1ccc(-n2c(C)nnc2SCC(=O)N2CCc3ccccc3C2)cc1,-12,-1%,5%,1,43%,10%,0%
Nc1cc(Cl)ccc1N1CCOCC1,-9,·,-10%,5,-40%,13%,3%
CCOc1ccc(N=Nc2c(=O)[nH]n3c(=O)c4c([nH]c23)CCCC4)cc1,-1,-16%,-1%,-4,-27%,3%,-5%
O=C(Cc1cccs1)N1CCN=C1SCc1ccc(F)cc1,17,4%,-2%,1,-25%,-22%,4%
Cc1ccc(OCC(=O)N2CCC3(CC2)CC(=O)c2ccccc2O3)cc1,·,?,10%,·,27%,?,·
C=CCN1C(=O)/C(=C/c2cc(C)n(-c3cccnc3)c2C)C(=O)NC1=S,-4,23%,-15%,3,-16%,-6%,6%
O=c1cc(-c2ccccc2)c2c(O)cc(O)cc2o1,·,-24%,1%,-2,-30%,21%,26%
Cc1nn(CC#N)c(=O)n1-c1ccccc1F,-13,8%,1%,-3,-19%,·,7%
Cc1nnc(SCC(=O)N2c3ccccc3C(C)(c3ccccc3)CC2(C)C)s1 (stereo not given),-7,12µM*,0%,-2,29%,10µM*,3%
COc1ccc(CCNC(=O)C(=O)NCC2OCCN2S(=O)(=O)c2ccc(Cl)cc2)cc1OC (stereo not given),-1,30%,7%,-2,54%,?,-5%
COc1cccc(NC(=O)Cn2c(CCC(=O)O)ccc2-c2cccs2)c1,-17,10%,0%,11,-23%,15%,1%
Cc1ccc(NC(=O)c2nc[nH]c2C(=O)NCc2ccccc2)cc1,·,?,-4%,·,-14%,11%,·
COc1ccc(CCNC(=O)/C=C/c2ccco2)cc1OC,-9,?,?,-2,-16%,12%,-3%
c1ccc(OCCCc2nc(-c3ccccn3)no2)cc1,42*,·,-8%,34*,0%,93%[activator],-7%
CCOC(=O)C1(CC/C(C)=N\NC(N)=O)CC(C)OC1=O (stereo not given),-5,-17%,5%,-2,-9%,16%,0%
Cc1ccccc1CC1(CO)CCCN(C(=O)c2cccc(Cl)c2)C1 (stereo not given),-6,?,4%,3,92%[activator],-2%,4%
O=C(NCCc1ccc(C(F)(F)F)cc1)C1CCC(=O)N(CCCN2CCCC2=O)C1 (stereo not given),18,15µM*,7%,12*,3%,0%,2%
COc1ccc(C2=NC(C)(C)Cc3cc(OC)c(OC)cc32)cc1OC,·,?,0%,-2,-8%,-1%,5%
CCc1ccc(O)c(N=Cc2cccc(C)c2O)c1,47,?,-6%,27*,?,?,-5%
CCN(C(=O)c1cccc(Br)c1)c1ccccc1,-5,-30%,-1%,1,-3%,-23%,-2%
COc1ccc(-c2c(C)nn3c(-c4ccccc4)cc(-c4ccccc4)nc23)cc1OC,2,·,1%,7,·,·,·
CCOc1ccc(OCC)c(-c2c(=O)n(OCc3ccc(C(C)(C)C)cc3)c3ccccc3[n+]2[O-])c1,12,12µM*,-5%,2,58%,?,0%
O=C(c1ccc2c(=O)n(Cc3ccc4c(c3)OCO4)c(=O)[nH]c2c1)N1CCN(c2ccccc2)CC1,-4,12µM*,1%,-3,-12%,-9%,8%
CC(C)[C@H](NC(=O)N1CC(=O)Nc2ccccc21)C(=O)N[C@@H](C(=O)O)c1ccccc1,-2,28%,1%,-2,-9%,6%,1%
COc1ccc(-c2c3c(=O)n(C)c(=O)n(C)c3cn2-c2cccc(OC)c2)cc1,5,14%,5%,1,23%,12µM*,-8%
COC(=O)c1ccc(NC(=O)CC(=O)Nc2ccc(C(=O)OC)cc2)cc1,-3,16%,1%,-1,-3%,30%,-3%
COc1cccc(C(=O)NCc2cn3ccsc3n2)c1,9,22%,-5%,16*,-9%,18%,-2%
Cc1ccc(CNC(=O)C2C3C=CC(C3)C2C(=O)O)cc1 (stereo not given),-10,·,-8%,0,-7%,6%,-3%
Cc1ccc(-c2cc(C(F)(F)F)n3nc(C(=O)Nc4c(C)n(C)n(-c5ccccc5)c4=O)cc3n2)cc1,1,·,2%,-3,-7%,-1%,2%
O=C(CN(CCO)c1ccccc1)Nc1ccc(Cl)c(S(=O)(=O)N2CCOCC2)c1,-2,?,-12%,-2,-13%[11.4 µM],?,8%
O=C(COC(=O)c1cc(S(=O)(=O)N2CCOCC2)ccc1F)Nc1c(Cl)cccc1C(F)(F)F,·,-10%,-5%,·,-9%,3%,·
CC(=O)Nc1nnc(COc2ccc(Cl)cc2)s1,92*,12%,-3%,57*,-17%,305%[activator],6%
COc1ccc(-c2nc(CS(=O)CC(=O)N3CCN(C)CC3)c(C)o2)cc1OC (stereo not given),-7,-23%,1%,-4,-1%,10%,0%
CN1c2ccccc2C(C)(C)C12CC(c1ccc(S(=O)(=O)N3CCCCC3)cc1)=NO2 (stereo not given),-9,-20%,3%,-3,4%,-11%,4%
N#CC1=C(N)OC2=C(CCc3ccccc32)C1c1ccccc1Cl (stereo not given),13,?,10%,20,3.5µM*,?,-2%
COc1ccc(/C=N/NC(=S)SC)cc1OC,22,?,-3%,18*,-53%,-29%,-1%
O=C(NC1CCCC1)C1CCN(C(=O)c2ccc(-c3ccccc3)cc2)CC1,-3,12%,3%,6,57%,?,6%
COCCN1C(=O)C(=O)/C(=C(/O)c2ccc3c(c2)OCCO3)C1c1ccc(C(=O)OC)cc1 (stereo not given),-1,97%[activator],3%,9,-15%,10%,1%
Cc1ccc(NN2C(=O)C=CC2=O)cc1,-23,?,-2%,-5,-9%,7%,3%
O=C(Nc1ccccc1F)c1cc2c(s1)-c1ccccc1S(=O)(=O)C2,24,26%,7%,-2,-20%,17%,1%
O=C(NCC1CCCO1)c1ccc(NS(=O)(=O)c2cccc([N+](=O)[O-])c2)cc1 (stereo not given),-14,7%,0%,7,-33%,-9%,3%
CCOC(=O)N1CCc2c(sc3nc(SC(C)C)n(N)c(=O)c23)C1,1,12µM*,-15%,0,28%,?,4%

# Rewritten as labelled records: entries from further up
CC(=O)Nc1nnc(COc2ccc(Cl)cc2)s1
- Shiga inhibitor: 92*
- Pf growth 96h: 12%
- Tb PYK inh: -3%
- Cycloheximide cs: 57*
- AmpC no deterg: -17%
- Pf growth 48h: 305%[activator]
- LmPK inhibitor: 6%

O=C(COC(=O)c1cc(S(=O)(=O)N2CCOCC2)ccc1F)Nc1c(Cl)cccc1C(F)(F)F
- Shiga inhibitor: ·
- Pf growth 96h: -10%
- Tb PYK inh: -5%
- Cycloheximide cs: ·
- AmpC no deterg: -9%
- Pf growth 48h: 3%
- LmPK inhibitor: ·

CN1c2ccccc2C(C)(C)C12CC(c1ccc(S(=O)(=O)N3CCCCC3)cc1)=NO2 (stereo not given)
- Shiga inhibitor: -9
- Pf growth 96h: -20%
- Tb PYK inh: 3%
- Cycloheximide cs: -3
- AmpC no deterg: 4%
- Pf growth 48h: -11%
- LmPK inhibitor: 4%

COc1ccc(-c2nc(CS(=O)CC(=O)N3CCN(C)CC3)c(C)o2)cc1OC (stereo not given)
- Shiga inhibitor: -7
- Pf growth 96h: -23%
- Tb PYK inh: 1%
- Cycloheximide cs: -4
- AmpC no deterg: -1%
- Pf growth 48h: 10%
- LmPK inhibitor: 0%

# Carrying on:
SMILES,Shiga inhibitor,Pf growth 96h,Tb PYK inh,Cycloheximide cs,AmpC no deterg,Pf growth 48h,LmPK inhibitor
O=C(NC1CCS(=O)(=O)C1)/C(=C\c1ccco1)NC(=O)c1ccccc1 (stereo not given),-9,33%[activator],-7%,1,-19%,5%,1%
COC(=O)c1cccc(Nc2cc(C)nc(-c3ccccc3O)n2)c1,14,108%[activator],-4%,-1,-15%,?,3%
COc1cc(CCC(=O)N2CC(C)OC(C)C2)cc(OC)c1OC (stereo not given),-25,19%,-3%,10,-9%,-3%,-9%
CCOC(=O)c1ccc(NC(=O)c2ccc(OC(C)C)c(OC)c2)cc1,-13,19%,-1%,-4,87%[activator],?,0%
CCn1nnc(NC(=S)NC(=O)c2ccc(-c3cccc(Cl)c3)o2)n1,12,-9%,-11%,5,-34%,-6%,1%
O=C(Nc1ccc2oc(-c3ccc4ccccc4c3)nc2c1)c1ccc2c(c1)OCCO2,5,93%[activator],4%,27,-17%,30%[activator],-4%
CCCCCC(=O)N1CCN(S(=O)(=O)c2ccc3c(c2)OCCO3)CC1,·,?,-9%,·,18%,-3%,·
CC(Nc1cccnc1)=C(C#N)C#N,-4,59%[activator],6%,-3,-12%,353%,-6%
CCC1(C)Cc2c(C#N)c(N)n(-c3ccccc3)c(=O)c2CO1 (stereo not given),-10,2%,1%,-2,-8%,1%,-3%
COc1ccc(CCNC(=O)C(=O)NCC2OCCN2S(=O)(=O)c2ccc(C)cc2)cc1OC (stereo not given),-4,?,-1%,-1,92%[activator],?,-1%
O=C(C1CCCN(Cc2ccccc2Cl)C1)N1CCCCC1 (stereo not given),5,-4%,12%,-1,-9%,5%,3%
O=C(C1CCC1)N1CCN(S(=O)(=O)c2ccc(Br)cc2Cl)CC1,·,?,-1%,·,29%,?,·
CC1=NN(C(=O)c2ccccc2C)C(O)(c2ccc(Cl)cc2)C1 (stereo not given),-1,10µM*,-10%,1,-21%,-24%,-2%
CCOc1cc(CNC(=O)CCCn2c(=O)c3cccn3c3cccnc32)cc(OCC)c1OCC,5,21%,-1%&1%,-1,82%[activator],-11%,0%
NNc1nc(-c2ccccc2Cl)nc2ccccc12,·,20%,2%,9,-42%,-3%,13%
CCCn1c(CNC(=O)Cc2ccccc2)nc2ccccc21,-9,?,-4%,-1,-2%,16%,3%
Cc1ccccc1Cc1c(C)nc2nc(SCC(=O)NCc3ccco3)nn2c1C,8,7%,-2%,-2,9%,-14%,2%
COc1ccc(-c2nnc(Nc3ccc(CC(N)=O)cc3)c3ccccc23)cc1,-5,2%,-16%,-1,27%,?,1%
CCCC(=O)Nc1ccc(C(=O)NNC(=O)COc2ccc(Br)c(C)c2)cc1,1,·,5%,-1,-22%,6%,4%
O=C(CCNS(=O)(=O)c1ccccc1)Nc1ccc(Cl)cc1C(=O)c1ccccc1,14,?,2%,-4,-30%,12µM*,7%
COC(=O)COc1ccc(S(=O)(=O)N2CCN(c3ccc(F)cc3)CC2)cc1,-10,?,5%,0,23%,·,3%
CC(=O)c1ccc(S(=O)(=O)N2CCN(S(=O)(=O)c3ccccc3C(F)(F)F)CC2)cc1,-11,?,-3%,-7,22%,9%,-2%

# High-throughput results deposited in PubChem BioAssay by National Center for Advancing Translational Sciences (NCATS).
